IMP-1 inh: blocks Pseudomonas aeruginosa IMP-1 metallo-beta-lactamase | purified IMP-1, nitrocefin hydrolysis, epi-absorbance fluorescence | inhibition, % at 5.6 µM | 290,000 compounds, 0.45% hits | AID 1556;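 active = inhibition above the mean plus 3 SD of all compounds in the same screening run, cut at about 4.5% in these data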;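 also: 0% = IMP-1 with DMSO and 100% = DMSO wells lacking enzyme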
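Test system: recombinant IMP-1 enzyme, purified / Medium: HEPES buffer pH 7.1 with ZnSO4 and Brij 35 / Doses: single dose, 5.6 µM / Times: 25 °C, 15 min preincubation, 25 min reaction / Detection: Epi-absorbance via hydrolysed-nitrocefin quenching of white-plate fluorescence, 480/530 nm, EDTA stop / Evaluation: percent inhibition from optical density relative to buffer-blank wells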
HCV NS3 hel inh: blocks Hepatitis C virus NS3 helicase unwinding. NS3 helicase DNA unwinding, Cy5 molecular beacon fluorescence. inhibition, % at 10.9 µM. 290,000 compounds, 0.56% hits. AID 1800;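 active = inhibition above the mean of all tested compounds plus 3 SD, set per campaign, cut at about 35% in these data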;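 also: 0% = DMSO wells and 100% = thioflavine S control wells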
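System: HCV NS3 helicase fragment; control set: DMSO and thioflavine S; technique: Cy5 fluorescence at 0 and 60 min, beacon hairpin quenching; reagent: beacon DNA duplex substrate plus ATP; replicates: singlicate; schedule: 1 h reaction at 25 °C, ATP-initiated; medium: MOPS buffer pH 6.5 with MgCl2, DTT, Tween20, BSA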
IDE cell activ: boosts human insulin-degrading enzyme activity in HEK cells; FAbeta-B cleavage, fluorescence polarization; 0% vehicle, 100% cell-free pure enzyme wells; activation, % at 5.96 µM; P14735; 340,000 compounds, 0.073% hits;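 active = activation above the mean of all tested compounds plus 3 SD, set per screening campaign, cut at about 17% in these data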
VIM-2 inh: blocks Pseudomonas aeruginosa VIM-2 metallo-beta-lactamase; purified VIM-2, nitrocefin hydrolysis, epi-absorbance fluorescence; inhibition, % at 5.6 µM; 290,000 compounds, 0.89% hits;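 active = inhibition above the mean of all tested compounds plus 3 SD, cutoff set per screening run, cut at about 7.5% in these data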;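 also: red hydrolysis product quenches plate fluorescence so inhibitors raise well fluorescence; 0% = enzyme with DMSO and 100% = DMSO without enzyme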
pCIP destab: p/CIP protein destabilization | F442A p/CIP-EGFP cells, EGFP fluorescence, 16 h | decrease of EGFP signal, % at 10 µM | AID 1984 | 290,000 compounds, 0.01% hits | Q05BA5;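 active = EGFP signal decrease of at least 30% at 10 µM or well 3 SD below plate mean, unless failing retest; inactive = the rest, including hits failing retest or dose response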; also: some compounds called inactive have numbers as strong as hits; many of its hits are not listed in these tables
GalR3 antagonist: antagonists of human GalR3 | inhibition, % at 3 µM | HEK293 GalR3-CNG cAMP membrane potential fluorescence; galR3 body fused to GalR1 C-terminus | AID 651719 | 360,000 compounds, 0.44% hits | O60755;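 active = inhibition above the screen-wide average plus 3 SD, cut at about 13% in these data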;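 also: forskolin and galanin both at EC90 stimulate the cells; cAMP rise reported by CNG channel membrane potential dye signal; 0% = forskolin plus galanin with DMSO and 100% = forskolin alone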
Target sequence (O60755 1-299 limits assumed): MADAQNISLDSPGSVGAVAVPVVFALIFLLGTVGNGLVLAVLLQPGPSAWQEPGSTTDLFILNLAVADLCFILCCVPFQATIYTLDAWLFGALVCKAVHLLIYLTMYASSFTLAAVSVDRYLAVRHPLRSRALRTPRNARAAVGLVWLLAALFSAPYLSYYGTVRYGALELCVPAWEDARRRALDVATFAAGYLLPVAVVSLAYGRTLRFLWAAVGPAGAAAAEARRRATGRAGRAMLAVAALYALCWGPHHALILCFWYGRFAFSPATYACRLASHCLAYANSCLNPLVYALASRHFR
IDE cell inh: inhibitors of human insulin-degrading enzyme in cells | 320,000 compounds, 0.41% hits | HEK cells, FAbetaB cleavage, fluorescence polarization | inhibition, % at 5.59 µM | AID 434962;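 active = percent inhibition above the average of all tested compounds plus 3 SD, set per screening campaign, cut at about 16% in these data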;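 also: IDE supplied by intact live HEK cells; FP after avidin binding of uncleaved biotin substrate so inhibition keeps polarization high; 0% = DMSO wells and 100% = 60 µM reference IDE inhibitor Ii1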
UBC9 SUMO inh: blocks human SUMOylation mediated by UBC9 | P63279 | HTRF SUMOylation assay, SAE1/SAE2 + UBC9, in vitro | inhibition, % at 35 µM | 290,000 compounds, 0.36% hits; in the data active = inhibition above about 50%, passing the limit was not always enough; also: strong numbers were not always called active
Target sequence (P63279 whole entry, looked up): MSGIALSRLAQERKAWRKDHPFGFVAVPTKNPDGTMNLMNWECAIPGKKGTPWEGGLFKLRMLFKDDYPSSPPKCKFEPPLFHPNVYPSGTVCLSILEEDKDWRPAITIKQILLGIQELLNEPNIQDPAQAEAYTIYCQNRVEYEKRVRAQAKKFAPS
CRFBP-R2 block: antagonists of CRF-binding protein/CRF-R2 receptor complex; 350,000 compounds, 0.59% hits; HEK293 CRF-R2/CRF-BP, CRF-induced calcium fluorescence; inhibition, % at 11.8 µM;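 active = inhibition of the ligand-induced calcium signal above about 50% at the single tested concentration, limit read from the data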
Starred values were filed as active, the others as inactive; x = no result given.

Order of values – IMP-1 inh	HCV NS3 hel inh	IDE cell activ	VIM-2 inh	pCIP destab	GalR3 antagonist	IDE cell inh	UBC9 SUMO inh	CRFBP-R2 block
- O=c1[nH]c2ccc(Cl)cc2c(-c2ccccc2)c1N1CCN(c2ccccn2)CC1
    -3.0	-3	7	-0.7	-5	-2	-3	14	-70
- COc1ccc(NC(=O)c2cccc(OS(=O)(=O)N(C)C)c2)cc1
    0.4	-6	-3	-1.2	-4	-3	4	-1	7
- Cc1ccc(N/N=C/c2ccc3c(c2)OCCO3)cc1Cl
    -1.1	-12	-1	-3.1	-4	-1	-4	3	11
- CCC(C)[C@@H](C(=O)N1CCNCC1)n1cc(CCCN=C(N)N)nn1 (stereo partly specified)
    -1.0	-16	8	-0.8	8	-6	-5	3	8
- CN(CC(=O)N1CCN(c2ccccn2)CC1)S(=O)(=O)c1ccc(Cl)cc1
    -2.6	5	1	0.2	6	-5	4	1	-5
- Cc1ccccc1C(=O)c1cccn1CC(=O)N1CCCCC1
    0.4	8	3	0.7	-5	-8	4	17	-1
- CCOc1ccccc1N(CC(=O)Nc1cc(OC)ccc1OC)S(C)(=O)=O
    -3.2	1	5	-3.7	10	0	2	5	-13
- CCCN=Cc1sc2ccc(OCC)cc2c1O
    -2.4	1	0	-0.2	-7	0	-5	12	2
- CCCOc1ccc(NCC(=O)Nc2ccc(C)cc2C)cc1
    -0.4	-4	0	0.8	-3	-4	0	-33	-1
- CC1CCN(C(=O)c2ccc([N+](=O)[O-])o2)CC1
    0.2	-2	6	0.4	-15	-10	1	9	11
- COc1ccc(NN=Nc2nc3c([nH]2)c(=O)n(C)c(=O)n3C)cc1
    -0.3	-5	5	-1.5	1	-3	-4	16	17
- O=S(=O)(c1cccc(S(=O)(=O)N2CCOCC2)c1)N1CCCCC1
    1.5	-4	1	-1.4	-19	-3	-1	-9	2
- COc1ccc(CCNS(=O)(=O)c2cn(C)nc2C)cc1
    -1.7	-7	6	-0.3	1	-8	1	10	10
- O=C1N[C@@H](c2ccccc2)COC(=O)[C@@H](Cc2ccc(F)cc2)C/C=C\C[C@H]1CC(=O)N(CCO)Cc1ccccc1
    x	x	4	x	x	-7	3	x	-12
- CN(C)c1ccc(C(CNS(=O)(=O)c2ccc(F)c(F)c2)c2c[nH]c3ccccc23)cc1 (stereo unspecified)
    -1.9	-11	3	-4.4	-2	0	2	-13	0
- COc1ccc2c(c1)c(C(O)CN1CCC3(CC1)OCCO3)c(C)n2C (stereo unspecified)
    -2.4	-20	x	0.0	-12	x	x	1	x
- COc1ccc(CNC(=O)CCCOc2cc(=O)n(C)c3ccccc23)cc1
    -4.7	-14	4	-2.5	-2	-6	0	5	-6
- CCn1c(CNC(=O)Cc2ccc(OC)cc2)nnc1SCC(=O)NC1CCCCC1
    -2.9	3	-5	-0.8	9	-1	3	7	5
- OCCN1CCN(c2ncnc3sc(-c4ccccc4)cc23)CC1
    -3.9	-5	4	3.7	-8	3	1	17	3
- C=CCOc1ccccc1C(=O)/C=C1/C(=O)Nc2ccccc21
    -3.8	-30	0	-2.2	6	-6	3	4	-9
- O=C(/C=C/c1cccc([N+](=O)[O-])c1)NCCSCc1ccc(Cl)cc1Cl
    -2.9	2	-2	-1.2	5	-4	-6	-15	3
- COC(=O)c1ccccc1S(=O)(=O)N1CCC(C(=O)OCc2ccc([N+](=O)[O-])cc2)CC1
    x	x	-4	x	x	-3	-5	x	7
- CC(=O)c1c(C(C)=O)c(C)n(-c2ccc(C)c(NC(=O)c3ccccc3Cl)c2)c1C
    -2.6	5	0	-3.6	-14	-7	5	-9	7
- COc1ccc(-n2c(O)c(/C=C3\C=Nc4ccccc43)c(=O)[nH]c2=O)cc1
    3.2	31	-2	3.9	5	-5	x	29	-56
- Cc1c(C(=O)OCC2CCCO2)[nH]c2c1C(=O)CC(c1ccco1)C2 (stereo unspecified)
    -2.9	18	2	-1.4	-6	x	0	42	14
- CC(C)CC(C(=O)NC1CCCCC1)N(Cc1ccccc1)C(=O)c1snc(C(N)=O)c1N (stereo unspecified)
    -1.9	1	4	-2.2	-2	-3	1	-4	-10
- O=C(CCSc1nnc(-c2ccncc2)o1)Nc1cccc2ccccc12
    -0.1	-1	-3	1.5	-5	0	2	2	-3
- O=C(COC(=O)c1ncc(Cl)c(Cl)c1Cl)NC(=O)NCc1ccccc1
    -0.4	-16	2	2.8	-4	1	-4	3	-3
- O=C(CCn1c(=O)[nH]c2ccsc2c1=O)NCCc1ccc(Cl)cc1
    -2.3	-1	-2	-0.4	-2	-3	-1	11	8
- Cc1c(C=O)c2ccccc2n1CC(=O)O
    -1.6	4	2	-2.7	-8	13*	0	6	5
- O=C(NC1CCSc2ccccc21)c1ccc(Cl)c(S(=O)(=O)N2CCOCC2)c1 (stereo unspecified)
    -1.9	6	0	-0.9	-9	-2	1	7	-3
- COc1ccc(OCCC(=O)OCC(=O)Nc2cccc(Br)c2)cc1
    -3.1	-12	5	-5.4	-8	8	-4	-18	-8
- C=CCOC(=O)/C(=C\C=C\c1ccccc1)NC(=O)c1ccccc1
    -1.4	0	4	1.2	-11	-3	8	-5	23
- COCCOC(=O)c1c(C)oc2ccc(NS(=O)(=O)c3cccs3)cc12
    -2.1	-9	5	-1.1	-11	2	3	22	-22
- O=C(/C=C/c1cc2c(cc1Br)OCO2)NCc1ccc(F)cc1
    -2.5	1	1	1.0	1	-1	2	-3	-2
- O=C(CN(Cc1cccs1)C(=O)CN1C(=O)COc2ccccc21)NCc1ccco1
    5.4*	-1	-3	-0.4	3	-4	-1	-9	-1
- COc1ccc(-n2c(SCC(=O)Nc3ccc4c(c3)OCO4)nnc2C(C)N2CCCCC2)cc1 (stereo unspecified)
    -4.4	-5	6	-2.1	3	-4	2	-2	8
- COc1ccc(N2C(=NC(=O)c3ccc(Br)cc3)SC3CS(=O)(=O)CC32)cc1 (stereo unspecified)
    x	x	2	x	x	-2	2	x	-5
- Cc1cc(C)n(CCC(=O)N2CCCC(N3CCN(c4cccc(Cl)c4)CC3)C2)n1 (stereo unspecified)
    -5.6	1	0	-1.7	-6	-4	5	-19	-6
- CSc1oc(-c2ccc(F)cc2)nc1S(=O)(=O)c1ccc(F)cc1
    -4.1	11	0	-3.9	-1	x	0	-5	8

An excerpt from above in order of their number in IDE cell activ, descending.
Order of values – IMP-1 inh	HCV NS3 hel inh	IDE cell activ	VIM-2 inh	pCIP destab	GalR3 antagonist	IDE cell inh	UBC9 SUMO inh	CRFBP-R2 block
- C=CCOC(=O)/C(=C\C=C\c1ccccc1)NC(=O)c1ccccc1
    -1.4	0	4	1.2	-11	-3	8	-5	23
- COc1ccc(N2C(=NC(=O)c3ccc(Br)cc3)SC3CS(=O)(=O)CC32)cc1 (stereo unspecified)
    x	x	2	x	x	-2	2	x	-5
- Cc1cc(C)n(CCC(=O)N2CCCC(N3CCN(c4cccc(Cl)c4)CC3)C2)n1 (stereo unspecified)
    -5.6	1	0	-1.7	-6	-4	5	-19	-6

Back to the main list with the 5 entries that preceded the break.
Order of values – IMP-1 inh	HCV NS3 hel inh	IDE cell activ	VIM-2 inh	pCIP destab	GalR3 antagonist	IDE cell inh	UBC9 SUMO inh	CRFBP-R2 block
- O=C(CN(Cc1cccs1)C(=O)CN1C(=O)COc2ccccc21)NCc1ccco1
    5.4*	-1	-3	-0.4	3	-4	-1	-9	-1
- COc1ccc(-n2c(SCC(=O)Nc3ccc4c(c3)OCO4)nnc2C(C)N2CCCCC2)cc1 (stereo unspecified)
    -4.4	-5	6	-2.1	3	-4	2	-2	8
- COc1ccc(N2C(=NC(=O)c3ccc(Br)cc3)SC3CS(=O)(=O)CC32)cc1 (stereo unspecified)
    x	x	2	x	x	-2	2	x	-5
- Cc1cc(C)n(CCC(=O)N2CCCC(N3CCN(c4cccc(Cl)c4)CC3)C2)n1 (stereo unspecified)
    -5.6	1	0	-1.7	-6	-4	5	-19	-6
- CSc1oc(-c2ccc(F)cc2)nc1S(=O)(=O)c1ccc(F)cc1
    -4.1	11	0	-3.9	-1	x	0	-5	8
- COc1ccccc1NC(=O)CSc1nnc(CCC(=O)Nc2ccccc2F)n1C
    0.5	18	7	2.4	-8	-4	-2	-13	6
- Cc1ccc(C)c(SCC(=O)Nc2ccc(C)c(S(=O)(=O)N3CCOCC3)c2)c1
    x	x	4	x	x	-7	-2	x	-10
- COc1ccc2sc(N(CCCN(C)C)C(=O)c3ccc(S(=O)(=O)N4CCCC4)cc3)nc2c1
    x	x	1	x	x	6	-2	x	-12
- Cc1c(C(=O)NCCO)sc2nc3n(c(=O)c12)CCC3
    -2.3	-1	4	-1.6	-4	0	-2	13	1
- CCOc1ccc(S(=O)(=O)Nc2cccc(C(=O)N3CCN(C(C)=O)CC3)c2)cc1
    x	x	4	x	x	-4	4	x	-6
- Cc1cc(C)n(-c2nc(Nc3ccccc3)nc(-n3nc(C)cc3C)n2)n1
    -5.2	1	2	-2.9	-15	-2	-5	-26	1
- CNC(=O)c1cc2ccccc2o1
    -4.6	-9	3	-0.4	1	-1	5	4	-3
- COC(=O)c1ccc(CN2C(=O)NC3(CCCCC3C)C2=O)o1 (stereo unspecified)
    -3.3	9	-8	-2.9	3	-2	0	0	-3
- Cc1cccc(C)c1OCC(=O)Nc1c(C)nn(C)c1C
    -3.4	-1	4	-2.2	-11	-4	1	-1	14
- CCc1ccc(NC(=S)/N=C(\N)Nc2nc(C)c3cc(CC)ccc3n2)cc1
    -2.7	-37	1	-4.8	-10	-3	-1	4	-11
- Cc1cccc(NC(=O)c2cc(-c3cc(Cl)ccc3O)n[nH]2)c1
    0.6	-4	-2	-3.6	-6	x	2	17	6
- Nc1ncnc2c1ncn2Cc1ccccc1
    -2.8	1	-1	-3.4	4	-6	3	-4	10
- S=C(Nc1cccc(Br)c1)c1ccccc1
    0.2	-14	-1	-3.0	-21	-6	4	-31	-8
- CCCNC(=O)c1ccccc1NC(=O)c1ccc2c(=O)n3c(nc2c1)CCC3
    x	x	6	x	x	-4	9	x	13
- COc1ccc(NS(=O)(=O)c2cccc(C(=O)NCCCN3CCOCC3)c2)cc1
    x	x	5	x	x	-4	3	x	15
- CC(=O)N1CCc2cc(S(=O)(=O)N3CCc4ccccc43)ccc21
    -1.6	-4	-3	-3.1	-24	-5	-1	10	18
- O=C1C2ON(c3ccccc3)C(c3ccccn3)C2C(=O)N1c1ccc(Br)cc1 (stereo unspecified)
    -3.3	5	3	-2.3	1	-4	-2	1	-2
- CCC(=O)N(Cc1cccs1)C1CCOC(C)(C)C1 (stereo unspecified)
    -4.2	8	1	-2.4	-14	-1	0	16	0
- O=C(COC(=O)c1ccc(NS(=O)(=O)c2ccc(Br)s2)cc1)NC1CCCC1
    -2.4	-3	5	-1.6	2	-3	-2	2	2
